POLH inh – blocks human DNA polymerase eta activity. 1.2% of 390,000 active. recombinant Pol eta, fluorescent DNA replication assay. Potency, µM (top dose mostly 114 µM), for inactives: at the highest dose activity change, negative = inhibition, hits mostly inhibitors. Q9Y253. AID 588591; further: on the % scale 0 is the no-effect control and ±100 the full control effect
Target sequence (Q9Y253 whole entry, looked up): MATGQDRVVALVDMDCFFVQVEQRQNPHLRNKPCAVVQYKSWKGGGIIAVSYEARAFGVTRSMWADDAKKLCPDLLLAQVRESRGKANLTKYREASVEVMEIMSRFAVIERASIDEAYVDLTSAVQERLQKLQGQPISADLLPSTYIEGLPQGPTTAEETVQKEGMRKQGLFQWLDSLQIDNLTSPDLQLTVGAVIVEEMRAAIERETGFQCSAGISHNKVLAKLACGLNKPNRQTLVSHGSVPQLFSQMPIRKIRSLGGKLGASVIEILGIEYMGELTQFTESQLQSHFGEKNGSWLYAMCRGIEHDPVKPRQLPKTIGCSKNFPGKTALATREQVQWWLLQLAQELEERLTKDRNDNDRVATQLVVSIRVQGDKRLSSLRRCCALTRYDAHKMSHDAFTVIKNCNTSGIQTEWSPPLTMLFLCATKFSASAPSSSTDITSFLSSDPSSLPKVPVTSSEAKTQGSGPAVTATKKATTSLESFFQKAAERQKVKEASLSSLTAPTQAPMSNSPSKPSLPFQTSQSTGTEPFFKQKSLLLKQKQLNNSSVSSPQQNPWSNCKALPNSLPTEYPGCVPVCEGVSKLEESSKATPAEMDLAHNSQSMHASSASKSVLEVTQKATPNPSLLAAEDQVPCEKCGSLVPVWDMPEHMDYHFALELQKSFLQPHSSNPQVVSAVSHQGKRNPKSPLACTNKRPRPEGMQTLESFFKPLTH
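Pol eta at 10 nM preincubated with compounds 15 min at room temperature; reaction started with fluorescent substrate (50 nM final) and read kinetically at 0 and 10 min.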
Pol beta inh – DNA polymerase beta (human) inhibition. Pol beta primer extension/strand displacement, fluorescence kinetic. Potency, µM (series often up to 114 µM), for the others: at the highest dose activity change, negative = inhibition, usual class: inhibitors. 1.3% of 340,000 active. AID 485314; further: on the % scale 0 is the no-effect control and ±100 the full control effect
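Enzyme-only controls used 10 nM Pol beta; buffer lacking enzyme served as negative control. Compound preincubated 15 min, then 50 nM substrate added; 0 and 10 min reads at room temperature.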
G9a block – inhibitors of human histone lysine methyltransferase G9a | Q96KQ7 | G9a H3K9 monomethylation, AlphaScreen, 2 h | Potency, µM (doses to about 102 µM), for the others: top-dose activity, negative = inhibition, usual class: inhibitors | 8.8% of 350,000 active | AID 504332; further: on the % scale 0 is the no-effect control and ±100 the full control effect; nearly all actives have a fitted effect of over 75% in size
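Readings reflect AlphaScreen signal from monomethyl-H3K9 antibody detection. HMT at 20 nM; substrate b-H3K9 500 nM; cofactor SAM 20 uM; 2 h RT reaction; compounds tested as titrations in qHTS with 15 min preincubation.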
APEX1 inh – APE1 (human) endonuclease inhibition; P27695; recombinant APE1, TAMRA/BHQ-2 abasic DNA cleavage fluorescence; Potency, µM (doses to about 65.8 µM), for the others: at the top dose activity change, negative = inhibition, actives largely listed as inhibitors; 0.35% of 350,000 active; AID 2517;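 further: plate controls were vehicle for no effect and reference inhibitor for full effect; nearly all actives have a fitted effect of over 55% in size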
Target sequence (P27695 whole entry, looked up): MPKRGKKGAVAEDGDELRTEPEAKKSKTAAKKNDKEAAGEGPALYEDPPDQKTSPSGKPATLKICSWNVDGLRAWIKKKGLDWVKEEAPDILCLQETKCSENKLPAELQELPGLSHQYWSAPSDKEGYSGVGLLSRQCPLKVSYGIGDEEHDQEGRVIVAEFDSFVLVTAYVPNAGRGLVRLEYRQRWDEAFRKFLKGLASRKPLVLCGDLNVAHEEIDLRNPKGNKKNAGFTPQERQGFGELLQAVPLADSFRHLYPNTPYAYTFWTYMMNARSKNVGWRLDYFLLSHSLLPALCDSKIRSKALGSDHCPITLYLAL
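Activity was derived from the fluorescence gain between first and third kinetic reads (60 s intervals, ex 525/em 598 nm) after 50 nM THF-abasic TAMRA/BHQ-2 duplex was added to 0.75 nM APE1 preincubated 15 min with compound.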
BLM inh – Bloom syndrome helicase (human) inhibition. P54132. recombinant BLM DNA unwinding, fluorescence dequenching. Potency, µM (top dose mostly 56.1 µM), for inactives: at the top dose activity change, negative = inhibition, most hits filed as inhibitors. 0.2% of 350,000 active. AID 2528;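 further: plate controls were vehicle for no effect and no enzyme for full effect; nearly all actives have a fitted effect of over 35% in size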
BAZ2B block – BAZ2B (human) inhibition. Q9UIF8. AID 504333. Potency, µM (titrated, usually from 114 µM), for inactives: at the highest dose activity change, negative = inhibition, usual class: inhibitors. AlphaScreen BAZ2B-H3K14Ac peptide displacement. 4.4% of 360,000 active; further: on the % scale 0 is the no-effect control and ±100 the full control effect; nearly all actives have a fitted effect of over 60% in size
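Inhibition is scored as reduced AlphaScreen emission. The BAZ2B/b-H3(5-23)K14Ac complex (50 nM each) in PBS pH 7.4, 0.01% Tween-20 meets compound (up to 110 uM) for 30 min at RT before bead addition.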
POLK inh – DNA polymerase kappa (human) inhibition; purified Pol kappa, fluorescent DNA synthesis assay, 10 min; Potency, µM (doses to about 107 µM), for inactives: at the top dose activity, negative = inhibition, actives largely listed as inhibitors; 0.53% of 400,000 active; AID 588579; further: on the % scale 0 is the no-effect control and ±100 the full control effect
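Activity was followed as the change in fluorescence between reads at 0 and 10 min after starting the reaction with 50 nM substrate. Beforehand, 10 nM polymerase had been preincubated with compound for 15 min at room temperature.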
Pol iota inh – inhibitors of human DNA polymerase iota; Pol iota fluorescent replication assay, 10 min; Q9UNA4; AID 588590; 1% of 390,000 active; Potency, µM (top dose mostly 115 µM), for inactives: top-dose activity, negative = inhibition, actives largely listed as inhibitors
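Fluorescent replication assay read twice, at 0 min and 10 min after adding 50 nM (final) substrate. Enzyme (10 nM) and compounds were first incubated 15 min at room temperature; enzyme-free buffer wells were negative controls.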
JMJD2A Tudor – blocks the human JMJD2A Tudor domain | O75164 | Potency, µM (titrated, usually from 114 µM), for inactives: at the highest dose activity change, negative = inhibition, most hits filed as inhibitors | AlphaScreen JMJD2A-Tudor / H3K4me3 peptide binding | 4.4% of 390,000 active | AID 504339; further: on the % scale 0 is the no-effect control and ±100 the full control effect; nearly all actives have a fitted effect of over 50% in size
The depositor's hits bear a star; [ ] = dose if it differs, or a comment. The call rests on the fitted dose curve; in most records, active means well fitted curve in the direction sought with a large enough effect; inconclusive means small, poorly fitted or top-dose-only effect, or another doubt; inactive means no such curve, though single readings can be large; an effect the other way counts as inactive or inconclusive. Potency means the concentration at half of the fitted maximal effect. Some of the compounds tested; rates above refer to the full screens.

CCOc1ccc(C2C(C(=O)c3cccs3)=C(O)C(=O)N2Cc2cccnc2)cc1OC (stereo not given) was read as POLH inh -19.0%, Pol beta inh 12.3%, G9a block inconclusive, APEX1 inh 1.8%, BLM inh 0.9%, BAZ2B block inconclusive, POLK inh -0.5%, Pol iota inh 86.9%[activator] and JMJD2A Tudor inconclusive.
Cc1cccc(Nc2nc(-c3ccncc3)cs2)c1 was read as POLH inh -11.1%, Pol beta inh 2.5%, G9a block inconclusive, APEX1 inh -6.1%, BLM inh -7.8%, BAZ2B block -0.2%, POLK inh 1.2%, Pol iota inh 15.4% and JMJD2A Tudor -32.3%.
For COc1ccc(-n2nc([N+](=O)[O-])c(=NCc3ccc4c(c3)OCO4)n2O)cc1 the results were POLH inh -4.4%, Pol beta inh 18.6%, G9a block inconclusive, APEX1 inh 11.2%, BLM inh 2.7%, BAZ2B block inconclusive, POLK inh 8.9%, Pol iota inh 27.1% and JMJD2A Tudor inconclusive.
`Cc1cccc(C(=O)OCC(=O)N(CC(C)C)c2c(N)n(Cc3ccccc3)c(=O)[nH]c2=O)c1C` gave POLH inh 7.0%, G9a block inconclusive, APEX1 inh -9.0%, BAZ2B block 12.0%, POLK inh -10.1%, Pol iota inh 14.6% and JMJD2A Tudor -6.9%.
Screening COc1ccc(C(=O)OC(C)C(=O)NC2CCCc3ccccc32)cc1OC (stereo not given) returned POLH inh -6.9%, G9a block -4.3%[12.7 µM], APEX1 inh 23.8%, BAZ2B block 5.9%, POLK inh -5.2%, Pol iota inh -10.3% and JMJD2A Tudor -10.7%.
Screening CCc1ccc(NC(=O)c2cc3c([nH]c2=O)CC(C)(C)CC3=O)cc1 returned POLH inh -8.8%, Pol beta inh 31.9%, G9a block 7.9%[59 µM], BLM inh -10.9%, BAZ2B block -9.5%, POLK inh -6.2%, Pol iota inh -0.3% and JMJD2A Tudor -14.0%.
Cc1cccc(-c2c3c(=O)n(C)c(=O)n(C)c3c3cccnn23)c1 was read as POLH inh -14.8%, Pol beta inh -20.6%, G9a block -7.6%, APEX1 inh 1.0%, BLM inh 2.1%, BAZ2B block 1.2%, POLK inh -6.8%, Pol iota inh 9.7% and JMJD2A Tudor -15.7%[57.1 µM].
For S=C(NCC1CCCO1)N1CCN(c2cccc(Cl)c2)CC1 (stereo not given) the results were POLH inh -11.4%, Pol beta inh 16.6%, G9a block 1.6%, APEX1 inh -4.2%, BLM inh -9.8%, BAZ2B block -7.4%, POLK inh -14.6%, Pol iota inh inconclusive and JMJD2A Tudor -20.3%.
Screening CC(/C=N/NC(=O)Cc1cc(=O)[nH][nH]1)=C\c1ccccc1 returned POLH inh -4.9%, Pol beta inh -0.4%, G9a block 8.9%[59 µM], APEX1 inh -4.3%, BLM inh -1.8%, BAZ2B block -33.1%, POLK inh -9.3%, Pol iota inh 5.6% and JMJD2A Tudor inconclusive.
Cc1ccc(SCC2(O)CCN(C(=O)c3ccc(Cl)cc3)CC2)cc1 was read as POLH inh -21.6%, Pol beta inh 15.9%, G9a block 48.8%[12.7 µM], APEX1 inh -3.4%, BLM inh -0.3%, BAZ2B block -19.2%, POLK inh -10.2%, Pol iota inh 14.0% and JMJD2A Tudor -13.7%.
For O=C(Nc1ccc([N+](=O)[O-])cc1)C1(c2ccccc2)CCOCC1 the results were POLH inh -23.7%, Pol beta inh 11.5%, G9a block 8.9%[59 µM], APEX1 inh 0.6%, BLM inh -3.5%, BAZ2B block 2.1%, POLK inh -0.3%, Pol iota inh 11.8% and JMJD2A Tudor -8.9%[57.1 µM].
CSCCC(=O)N1CCC(n2nccc2NC(=O)c2ccc3c(c2)OCO3)CC1 was read as POLH inh -15.9%, Pol beta inh 19.9%, G9a block 16.6%, APEX1 inh 15.5%, BLM inh -0.2%, BAZ2B block -2.7%, POLK inh -1.9%, Pol iota inh -3.4% and JMJD2A Tudor -11.6%.
For CCS(=O)(=O)N1CCN(CC2CC3C=CC2C3)CC1 (stereo not given) the results were POLH inh -0.4%, Pol beta inh 1.3%, G9a block 11.2µM*, APEX1 inh 4.1%, BLM inh -0.2%, BAZ2B block 50.1µM*, POLK inh -18.5%, Pol iota inh 13.8% and JMJD2A Tudor 1.26µM*.
For Cc1cc(C)nc(NC(=O)CSc2nn(-c3ccccc3)c(=S)s2)n1 the results were POLH inh 10.5%, Pol beta inh 39.8µM*, G9a block inconclusive, APEX1 inh -4.7%, BLM inh -24.9%, BAZ2B block 79.4µM*, POLK inh 0.7%, Pol iota inh inconclusive and JMJD2A Tudor inconclusive.
`COc1ccc(NC(=O)COc2coc(CN3CCCc4ccccc43)cc2=O)cc1` gave POLH inh inconclusive, G9a block -36.4%, APEX1 inh 26.0%, BAZ2B block -26.3%, POLK inh -10.9%, Pol iota inh inconclusive and JMJD2A Tudor -23.4%.

Brought forward from above: two entries, then new ones.
For Cc1cc(C)nc(NC(=O)CSc2nn(-c3ccccc3)c(=S)s2)n1 the results were POLH inh 10.5%, Pol beta inh 39.8µM*, G9a block inconclusive, APEX1 inh -4.7%, BLM inh -24.9%, BAZ2B block 79.4µM*, POLK inh 0.7%, Pol iota inh inconclusive and JMJD2A Tudor inconclusive.
`COc1ccc(NC(=O)COc2coc(CN3CCCc4ccccc43)cc2=O)cc1` gave POLH inh inconclusive, G9a block -36.4%, APEX1 inh 26.0%, BAZ2B block -26.3%, POLK inh -10.9%, Pol iota inh inconclusive and JMJD2A Tudor -23.4%.
`O=C(COC(=O)c1ccc(Br)cc1)NCc1ccccc1` gave POLH inh -11.1%, Pol beta inh 6.0%, G9a block 31.0%[activator][59 µM], APEX1 inh 1.5%, BLM inh 2.4%, BAZ2B block -6.4%, POLK inh 5.9%, Pol iota inh 11.4% and JMJD2A Tudor -8.1%.
For CCOc1ccc2c(c1)C(N(CCN1CCOCC1)C(=S)Nc1ccccc1OC)CC(C)(C)O2 (stereo not given) the results were POLH inh -0.9%, Pol beta inh 3.7%, G9a block inconclusive, APEX1 inh -0.4%, BLM inh -3.6%, POLK inh 5.8%, Pol iota inh -8.8% and JMJD2A Tudor inconclusive.
`CSc1nsc(SCC(=O)Nc2ccc(C(N)=O)cc2)n1` gave POLH inh 2.8%, Pol beta inh 7.1%, G9a block inconclusive, APEX1 inh 43.1%[12.4 µM], BLM inh -1.1%, BAZ2B block -0.6%, POLK inh -14.9%, Pol iota inh 10.0% and JMJD2A Tudor -6.4%.
`COc1ccc(C)cc1NC(=O)C1CCC(CNS(=O)(=O)c2ccc3c(c2)CCCC(=O)N3)CC1` (stereo not given) gave POLH inh -7.6%, Pol beta inh -3.1%, G9a block -2.4%[59 µM], BLM inh -4.1%, BAZ2B block -3.0%, POLK inh -12.0%, Pol iota inh 0.2% and JMJD2A Tudor -8.4%.
`COc1cccc(NC(=S)N(CCN(C)C)C(C)c2cccnc2)c1` (stereo not given) gave POLH inh -3.1%, Pol beta inh 16.5%, G9a block -8.8%[59 µM], APEX1 inh 0.7%, BLM inh -2.6%, BAZ2B block -21.6%, POLK inh 1.7%, Pol iota inh 39.6%[activator] and JMJD2A Tudor -20.2%.
For CC(=O)N1CCCN(C(=O)c2ccc3nc(Cc4ccccc4F)oc3c2)CC1 the results were POLH inh -4.5%, Pol beta inh 21.2%, G9a block 54.3%[activator], APEX1 inh 12.1%, BLM inh -0.2%, BAZ2B block -3.3%, POLK inh 3.3%, Pol iota inh 8.6% and JMJD2A Tudor -22.1%.
`COc1ccc(C2CC(=O)c3cc(-c4nc(-c5cccc([N+](=O)[O-])c5)cs4)c(=O)n(-c4ccccc4C)c3C2)cc1` (stereo not given) gave POLH inh -2.3%, Pol beta inh 3.9%, G9a block 3.55µM*, BLM inh 1.7%, BAZ2B block inconclusive, POLK inh -15.4%, Pol iota inh 45.9%[activator] and JMJD2A Tudor -15.7%.
`C[C@@]12C(=O)Nc3ccc(Cl)cc3C(=O)N1[C@H]1c3cc(Cl)ccc3OC[C@@H]1[C@@H]2c1ccccc1` gave POLH inh -14.7%, APEX1 inh 7.5%, POLK inh -20.7%, Pol iota inh -23.3% and JMJD2A Tudor -32.1%.
`CCOC(=O)CS(=O)(=O)c1nc(-c2ccccc2)cc(C(F)(F)F)n1` gave POLH inh -2.4%, Pol beta inh 0.9%, G9a block 35.5µM*, APEX1 inh 6.9%, BLM inh -3.7%, BAZ2B block -11.7%, POLK inh -19.6%, Pol iota inh -16.3% and JMJD2A Tudor -12.4%.
`CCOc1cc2sc(N3CCC(C(=O)Nc4ccccc4C(=O)OC)CC3)nc2cc1Br` gave POLH inh -15.3%, Pol beta inh 29.5%, G9a block -3.5%[59 µM], BLM inh -2.4%, BAZ2B block -8.6%, POLK inh 15.7%, Pol iota inh 25.7% and JMJD2A Tudor -10.5%.
`COc1ccc(CNC(=O)C(C)Sc2nc(-c3ccccc3)cc(C(F)(F)F)n2)cc1` (stereo not given) gave POLH inh -15.8%, Pol beta inh 28.3%, G9a block 11.5%[59 µM], BLM inh -2.6%, BAZ2B block 2.8%, POLK inh -3.9%, Pol iota inh -12.0% and JMJD2A Tudor -9.6%.
`Cc1cc(C)cc(NC(=O)CN2CCc3cc4c(cc3C2C)OCCCO4)c1` (stereo not given) gave POLH inh -15.2%, Pol beta inh -3.5%, G9a block -5.7%, APEX1 inh -12.1%, BLM inh -6.9%, BAZ2B block inconclusive, POLK inh -12.7%, Pol iota inh 14.6% and JMJD2A Tudor -13.8%.
For Fc1ccc(NC(=S)Nc2cccc3ccccc23)cc1 the results were POLH inh -20.3%, Pol beta inh 1.6%, G9a block 79.4µM*, APEX1 inh 15.1%, BLM inh -5.9%, BAZ2B block inconclusive, POLK inh -12.1%, Pol iota inh 34.4%[activator] and JMJD2A Tudor -23.9%.
Screening Cc1cccc(N(C(=O)CNC(=O)c2ccco2)C(C(=O)NC2CCCC2)c2ccncc2)c1C (stereo not given) returned POLH inh -15.2%, Pol beta inh 9.3%, G9a block 15.5%, APEX1 inh 14.4%, BLM inh -4.5%, BAZ2B block 3.0%, POLK inh 1.4%, Pol iota inh 47.3%[activator] and JMJD2A Tudor 12.0%.
For O=c1[nH]c(=O)n(CCOc2ccc(Cl)cc2)cc1Br the results were POLH inh -5.1%, Pol beta inh 32.5%, G9a block 14.2%[0.0925 µM], APEX1 inh 2.4%, BLM inh -2.3%, BAZ2B block 2.0%, POLK inh 4.3%, Pol iota inh 19.7% and JMJD2A Tudor 4.5%.

Screens as filed in PubChem.
